mHTT-CaM PPI inh: inhibitors of human mutant huntingtin-calmodulin interaction; 190,000 compounds, 3.6% hits; AlphaScreen His-mHTT/GST-CaM binding, luminescence; inhibition, % at 15 µM; AID 1671202;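 note: 0% = both proteins with DMSO and 100% = one protein alone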
Pf apPOL inh: Pf-apPOL DNA polymerase inhibition; Recombinant Pf-apPOL, molecular beacon fluorescence, 1.5 h; inhibition, % at 10 µM; 210,000 compounds, 0.25% hits; AID 1794808
* = called active by the depositor; . = not tested or not shown; & = joins results of further samples. Cut-off read from the data, not from the text of the source: active = inhibition above about 50%; inactive = the rest. Only part of the results is shown; count on the stated rates, not on these rows.

SMILES	mHTT-CaM PPI inh	Pf apPOL inh
Cc1cc(C)c(C)c(OCC(=O)N2CCN(C)CC2)c1	-3.2	0.0
CN1CCN(Cc2cccc(F)c2)CC1	-5.4	1.6
CCOc1ccc(C2N(c3cc(C)on3)C(=O)C3CCCN32)cc1 (centres undefined)	-8.9	1.7
Clc1ccccc1C1CC(c2cccnc2)Nc2nnnn21 (centres undefined)	-4.4	0.6
CCn1cc(C(=O)Nc2ccc(C)c(F)c2)c2cccnc21	10.9	-3.6
COc1cc(Cl)cc(C=Nc2sc3c(c2C#N)C2CCN3CC2)c1O	1.0	-6.1
O=C(c1cccn2c(=O)c3cc(Br)ccc3nc12)N1CCC2(CC1)OCCO2	9.0	3.5
OC12CCCCC1C(c1cccc(Cl)c1)NCC2 (centres undefined)	-3.0	-5.2
COc1ccccc1CCNCc1cc(OC)c(OC)c(OC)c1	-7.6	-6.6
COc1cccc(CNCCc2ccc(F)cc2)c1OC	-0.9	-13.9
Cn1cnc(-n2oo2)c1C(=O)O	.	-7.9
COc1ccc2c(c1OC)C(=O)O[C@H]2[C@@H]1c2cc3c(cc2CCN1C)OCO3	.	-1.9
O=C1CC(=O)N(Cc2ccccc2)C(=O)N1	.	4.1
CC1CCC2(O)C3(C)CC4(O)OC2(C1O)C1(O)C3(O)C(OC(=O)c2ccc[nH]2)C(O)(C(C)C)C41C (centres undefined)	.	-6.2
CC(C)N1CCN(Cc2cccc(F)c2)CC1	-1.4	1.5
O=C1CCN[C@@H]2CCCC[C@@H]12	-7.3	.
O=C(Cc1ccccc1)NC(Cc1ccc(Cl)cc1)C(=O)O (centres undefined)	-0.9	-1.7
CCCCn1c(C=O)nc2ccccc21	26.7	-7.5
C1=CC2CC1CC2CN1CCCCC1c1cccnc1 (centres undefined)	8.0	-0.4
CN1CCNC2(CCCC2)C1	-1.4	-7.3
c1ccc2c(c1)CCNC2	.	4.6
C[N+]1(C)C2CCC1CC(OC(=O)C(CO)c1ccccc1)C2 (centres undefined)	.	-2.6&11.9
Cc1cccc(N2CCN(Cc3ccc([N+](=O)[O-])cc3)CC2)c1C	35.0	-9.8
O=C(Cc1ccccc1)N1CCN(Cc2ccc(Br)cc2)CC1	11.9	-2.3
CN(C)C(=O)Oc1cc(=O)n(C)c2ccccc12	.	-4.0
Continued:
SMILES	mHTT-CaM PPI inh	Pf apPOL inh
COCCOC(=O)C1=C(C)OC(N)=C(C#N)C12C(=O)Nc1ccccc12 (centres undefined)	.	-0.2
COc1cc(CN2CCN(c3ccccc3C)CC2)ccc1O	2.4	-6.8
COc1ccc(CN2CCN(c3ccccc3Cl)CC2)cc1	-5.9	-3.6
N#CCC1CCCN2CCCCC12 (centres undefined)	-2.7	.
COc1ccc(NC(=S)NNC(=O)C2(O)CN3CCC2CC3)cc1 (centres undefined)	.	3.8
O=[N+]([O-])c1ccc(N2CCNCC2)c2ncccc12	-3.3&6.0	-3.0
CCCn1cc(C(=O)NCc2ccncc2)c2cccnc21	-2.8	-1.9
C=CCSc1nc2ccccc2c(=O)n1-c1cccc(C)c1	-15.6	-12.9
C#CCOc1ccc(C=C2C(=O)NC(=O)NC2=O)cc1Br	6.0	-1.1
Cc1ccccc1C(=O)Nc1cccc(OC(C)C)c1	.	-2.1
Cc1nc2ccccc2c(=O)n1-c1cccc([N+](=O)[O-])c1	5.0	-3.0
c1cncc(C2CCCCN2)c1 (centres undefined)	.	1.9
N#CC(C#N)=NNc1cc(Cl)cc(Cl)c1	.	6.0
COc1ccc(C(=O)N2CCC3(C2)C(=O)N(C)c2ccc(OC)cc23)c(OC)c1 (centres undefined)	8.2	-2.5
O=Cc1cn(Cc2ccccc2F)c2ccccc12	-16.3	-5.0
COc1ccc(CC(=O)N2CCN(Cc3ccccc3)CC2)cc1	-0.8	-8.5
Cc1ccc(-c2ccc(C)c(Cl)c2)cc1Cl	.	1.3
NCCc1cc(O)c(O)cc1O	31.3	.
CC(=O)N1CC(=O)Nc2ccc(C)cc2C1c1ccccc1 (centres undefined)	-5.8	0.9
Nc1ncnc(N)n1	0.7	.
c1ccc(CN=C2Nc3ncccc3NC23CCCNC3)cc1 (centres undefined)	-0.1	-5.3
CCn1nc(-c2nonc2N)nc1-c1nonc1N	17.0	4.5
C=CCOc1ccc(/C=C/[N+](=O)[O-])cc1OC	13.9	3.4
COc1ccc2c(c1)C1(CCN(C(=O)c3ccccc3OC)C1)C(=O)N2 (centres undefined)	4.2	-3.0
CC1CN(c2ccc([N+](=O)[O-])cc2)CC(C)N1 (centres undefined)	3.3	-5.3

Three compounds already listed, ordered by SMILES length, smallest number first:
SMILES	mHTT-CaM PPI inh	Pf apPOL inh
N#CCC1CCCN2CCCCC12 (centres undefined)	-2.7	.
C1=CC2CC1CC2CN1CCCCC1c1cccnc1 (centres undefined)	8.0	-0.4
COc1ccc(C(=O)N2CCC3(C2)C(=O)N(C)c2ccc(OC)cc23)c(OC)c1 (centres undefined)	8.2	-2.5

Remaining list, next part.
SMILES	mHTT-CaM PPI inh	Pf apPOL inh
O=[N+]([O-])c1ccc(SCCO)c2nonc12	.	-0.2
OC(c1ccccc1)(c1ccccc1)c1cnc[nH]1	-6.7	-9.3
CN1C(=O)C(Cc2ccc3c(c2)OCO3)C(=O)N(C)C1=O	-3.3	48.5
OC1CCN(C2CC3CCC2C3)CC1 (centres undefined)	-3.2	-0.1
c1cncc(C2CCCCN2Cc2ccc3c(c2)OCO3)c1 (centres undefined)	1.0	3.9
Cn1cnc(CCN)c1	.	1.5
Fc1ccc(N2CCN(Cc3ccccc3)CC2)cc1	6.8	0.3
COc1ccccc1Oc1c(C)oc2cc(OC(=O)N(C)C)ccc2c1=O	1.2	-1.9
COc1ccc(CCN(C)Cc2ccc([N+](=O)[O-])o2)cc1OC	-1.0	12.3
CCCc1nc2ccccc2c(=O)n1-c1ccccc1Cl	-1.9	2.1
COc1cccc(C2NCCc3[nH]cnc32)c1 (centres undefined)	4.3	-1.2
Cc1ccc(C)c(N2CCN(Cc3cc(F)ccc3F)CC2)c1	-23.4	-1.7
COc1ccc2c(c1)C1(CCN(C(=O)c3cccc(Cl)c3)C1)C(=O)N2C (centres undefined)	10.7	-7.2
CN(C)C(=O)Oc1ccc2c(c1)OC(=Cc1ccccc1)C2=O	2.4	-3.5
COC(=O)C1C(=O)NCC1C(C)C (centres undefined)	2.1	-7.3
CCOC(=O)[C@]12Cc3cc(Cl)ccc3[C@H]1N(Cc1ccccc1)C(=O)c1ccccc12	-20.1&4.6	-2.0&-3.1
O=C(COc1cccc(Cl)c1)N1CCCN(C2CCN(CC3CC3)C2=O)CC1 (centres undefined)	24.2	-2.4
CCN1CCN(Cc2ccsc2)CC1	-5.9	-7.2
O=C(COc1ccccc1)N1CCCN(Cc2noc(-c3ccccc3)n2)CC1	2.9	2.0
CN1CCN(c2nc3ccc([N+](=O)[O-])cc3s2)CC1	-9.1	-1.1
Cc1ccc(/C=C2\N=C(c3cncc(Br)c3)OC2=O)cc1	1.0	-2.8
CC[C@@]1(O)C(=O)OCc2c1cc1n(c2=O)Cc2cc3ccccc3nc2-1	.	8.5
COc1ccc(C2C3C(=NN2C(C)=O)C2CCN3CC2)cc1OC (centres undefined)	-6.3	-4.2
Fc1ccccc1C1NCc2ccccc2-n2cccc21 (centres undefined)	11.7	.
CCN1CCN(c2cc(C)nc(C)n2)CC1	-2.3	-1.5
Further entries follow.
SMILES	mHTT-CaM PPI inh	Pf apPOL inh
COc1ccccc1CCNCc1cc2c(cc1[N+](=O)[O-])OCO2	17.2	-8.6
COc1ccccc1-n1c(/C=C/c2cccc([N+](=O)[O-])c2)nc2ccccc2c1=O	-1.2	-7.3
CN1CCN(c2ccc(C=O)cc2[N+](=O)[O-])CC1	1.2	1.4
CCOC(=O)[C@]12Cc3ccccc3[C@H]1N(C(C)C)C(=O)c1cc(OC)ccc12	-5.0	-2.9
O=C(CSC1CCCC1)N1CC2CC(C1)c1cccc(=O)n1C2 (centres undefined)	-7.4	-1.3
O=C(CN1CCN(C(=O)Nc2ccccc2)CC1=O)N1CCC2(CC1)OCCO2	-1.6	-1.7
CCn1cc(C(=O)Nc2ccccc2)c2cccnc21	13.3	-1.9
C=CCOc1ccccc1/C=C/[N+](=O)[O-]	10.7	-1.6
CCOc1cc(CN2CCN(c3ccc(F)cc3)CC2)ccc1O	1.2	-3.9
O=c1cccc2n1CC1CC2CN(S(=O)(=O)c2ccc3nc(-c4ccccc4)[nH]c3c2)C1 (centres undefined)	11.0	3.7
O=C1CN=C(c2ccccc2Cl)c2cc(Cl)ccc2N1	23.2	-7.3
O=c1c2ccccc2nc(-c2ccco2)n1-c1cccnc1	-2.2	2.7
CC1CCN(C(=O)c2ccc(N3CC4CC(C3)c3cccc(=O)n3C4)c(N)c2)CC1 (centres undefined)	11.0	-2.4
Cc1cc(OCc2ccc([N+](=O)[O-])cc2)c2c3c(c(=O)oc2c1)CCCC3	0.9	-0.6
CC(C)N1CCC(N2CCCCC2)CC1	1.3	-3.8
O=[N+]([O-])/C(Cl)=C1\NCCN1Cc1cnc(Cl)s1	2.0	-6.0
COc1ccc2c(c1)C1(CCN(C(=O)Cc3cccc(F)c3)C1)C(=O)N2 (centres undefined)	16.9	-2.3
CCCc1ccc(OCCNc2ccc([N+](=O)[O-])c3cccnc23)cc1	16.0	-1.7
CC1(C)CN=C(Nc2ccc(OC(F)(F)F)cc2)S1	-12.3	.
CCCn1c(C(=O)c2ccccc2OC)nc2ccccc21	-5.0	-2.7
COc1ccc2c(c1)C1(CCN(C(=O)Cc3ccc(Cl)cc3)C1)C(=O)N2C (centres undefined)	29.7	-2.4
CC1(C)CC2CC(C)(CN2Cc2cccnc2)C1 (centres undefined)	-0.4	3.2
O=C1C2CCN(CC2)C12CC2c1ccc(C(F)(F)F)cc1 (centres undefined)	.	-16.8
COc1cccc(C2=NOC(C(=O)N3CCC4(CC3)OCCO4)C2)c1 (centres undefined)	-8.0	-5.1
CN1CCN(Cc2c[nH]c3ccccc23)CC1	6.2	-6.8
Going on with the list.
SMILES	mHTT-CaM PPI inh	Pf apPOL inh
O=[N+]([O-])c1ccc(NCCc2ccccc2)c2ncccc12	8.0	-2.5
CC1=C2CC3C(CC=C4CC(O)CCC43C)C2CCC12OC1CC(C)CNC1C2C (centres undefined)	.	-11.7
COCCN(C)C(=C(Cl)Cl)/C(=C1\NCCN1Cc1ccc(Cl)nc1)[N+](=O)[O-]	-7.0	-3.9
COc1ccc(CC(N)=O)cc1OC	-6.1	-5.3
O=[N+]([O-])c1ccc(N2CCNCC2)c2cccnc12	0.3&4.0&3.8	0.0&6.4
O=C(O)c1cn(Cc2ccc(F)cc2Cl)nn1	-1.0	2.5
O=C(COc1ccccc1Cl)N1CCN(Cc2ccccc2)CC1	9.9	-19.3
CCOc1ccccc1/C=C(\C)[N+](=O)[O-]	-2.6	-5.2
CCN1CCN(Cc2cc(F)ccc2F)CC1	-4.6	3.8
N#CC(c1c[nH]c2ccccc12)N1CCCCCC1 (centres undefined)	-3.0	-2.5
C(SCc1nn[nH]n1)c1nn[nH]n1	.	13.6
CN1CC(CO)CC2c3cccc4[nH]cc(c34)CC21 (centres undefined)	.	-4.8
COc1ccccc1N1CCN(Cc2ccc(F)cc2)CC1	-2.5	-2.1
COc1cc2c(cc1OC)C13CCN4C(=O)C(=O)C(CC41)C1C(OCC(=O)O)CC(=O)N2C13 (centres undefined)	0.0&1.0	-5.6&-4.4
O=[N+]([O-])c1ccc(NC23CC4CC(CC(C4)C2)C3)c2ncccc12	1.0	-0.7
CC12CCC3C(CC=C4CC(O)CCC43C)C1CC(=Cc1ccccc1Cl)C2=O (centres undefined)	3.4	-1.1
CCCN(CCC)CCc1ccc(O)c(O)c1	.	-6.7
COc1ccc2c(c1)OC(=Cc1ccccc1OC(=O)N(C)C)C2=O	4.3	-1.3
O=c1[nH]c2ccccc2n1C1CCN(CCCC(c2ccc(F)cc2)c2ccc(F)cc2)CC1	.	-1.0
c1ccc2c(CCNCc3c[nH]c4ccccc34)c[nH]c2c1	33.2	-0.4
COc1cc2c(c(OC)c1OC)-c1ccc(SC)c(=O)cc1[C@@H](NC(C)=O)CC2	.	-21.9
CN1C2CCC1CC(=NOC(=O)c1ccco1)C2	.	-5.8
Cc1ccc2oc(=O)cc(CN3CC4CC(C3)c3cccc(=O)n3C4)c2c1 (centres undefined)	0.5	-0.3
COc1ccc(/C=C/[N+](=O)[O-])cc1Br	67.4*	-1.7
Cc1[nH]nc2c1C1(CCN(C)CC1)C(C#N)=C(N)O2	-3.6	.
CCOc1cc(C2C(C#N)=C(N)Oc3c2c(=O)oc2ccccc32)cc([N+](=O)[O-])c1O (centres undefined)	14.0	-5.9
CCC1(C)CC(CCNCc2ccccc2)(c2ccccc2OC)CCO1 (centres undefined)	13.0	10.8

Filtered by structure: those above containing fluorine (16)
SMILES	mHTT-CaM PPI inh	Pf apPOL inh
CN1CCN(Cc2cccc(F)c2)CC1	-5.4	1.6
CCn1cc(C(=O)Nc2ccc(C)c(F)c2)c2cccnc21	10.9	-3.6
COc1cccc(CNCCc2ccc(F)cc2)c1OC	-0.9	-13.9
CC(C)N1CCN(Cc2cccc(F)c2)CC1	-1.4	1.5
O=Cc1cn(Cc2ccccc2F)c2ccccc12	-16.3	-5.0
Fc1ccc(N2CCN(Cc3ccccc3)CC2)cc1	6.8	0.3
Cc1ccc(C)c(N2CCN(Cc3cc(F)ccc3F)CC2)c1	-23.4	-1.7
Fc1ccccc1C1NCc2ccccc2-n2cccc21 (centres undefined)	11.7	.
CCOc1cc(CN2CCN(c3ccc(F)cc3)CC2)ccc1O	1.2	-3.9
COc1ccc2c(c1)C1(CCN(C(=O)Cc3cccc(F)c3)C1)C(=O)N2 (centres undefined)	16.9	-2.3
CC1(C)CN=C(Nc2ccc(OC(F)(F)F)cc2)S1	-12.3	.
O=C1C2CCN(CC2)C12CC2c1ccc(C(F)(F)F)cc1 (centres undefined)	.	-16.8
O=C(O)c1cn(Cc2ccc(F)cc2Cl)nn1	-1.0	2.5
CCN1CCN(Cc2cc(F)ccc2F)CC1	-4.6	3.8
COc1ccccc1N1CCN(Cc2ccc(F)cc2)CC1	-2.5	-2.1
O=c1[nH]c2ccccc2n1C1CCN(CCCC(c2ccc(F)cc2)c2ccc(F)cc2)CC1	.	-1.0

Compound activity: PubChem BioAssay, University of Kansas High Throughput Screening Laboratory
